# From PubChem BioAssay
# ERAP1 HTS inh: blocks human ERAP1 aminopeptidase activity. recombinant ERAP1, Leu-AMC fluorescence, 60 min. 340,000 tested, 0.15% active. Q9NZ08. inhibition, % at 10.7 µM;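 active means mean replicate inhibition of at least 30%, or all replicates individually reaching that 30% level; inactive means mean below 30% and not every replicate reaching it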;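 further: 0% = neutral control wells and 100% = L-leucinethiol positive control wells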
# Target sequence (Q9NZ08 whole entry, looked up): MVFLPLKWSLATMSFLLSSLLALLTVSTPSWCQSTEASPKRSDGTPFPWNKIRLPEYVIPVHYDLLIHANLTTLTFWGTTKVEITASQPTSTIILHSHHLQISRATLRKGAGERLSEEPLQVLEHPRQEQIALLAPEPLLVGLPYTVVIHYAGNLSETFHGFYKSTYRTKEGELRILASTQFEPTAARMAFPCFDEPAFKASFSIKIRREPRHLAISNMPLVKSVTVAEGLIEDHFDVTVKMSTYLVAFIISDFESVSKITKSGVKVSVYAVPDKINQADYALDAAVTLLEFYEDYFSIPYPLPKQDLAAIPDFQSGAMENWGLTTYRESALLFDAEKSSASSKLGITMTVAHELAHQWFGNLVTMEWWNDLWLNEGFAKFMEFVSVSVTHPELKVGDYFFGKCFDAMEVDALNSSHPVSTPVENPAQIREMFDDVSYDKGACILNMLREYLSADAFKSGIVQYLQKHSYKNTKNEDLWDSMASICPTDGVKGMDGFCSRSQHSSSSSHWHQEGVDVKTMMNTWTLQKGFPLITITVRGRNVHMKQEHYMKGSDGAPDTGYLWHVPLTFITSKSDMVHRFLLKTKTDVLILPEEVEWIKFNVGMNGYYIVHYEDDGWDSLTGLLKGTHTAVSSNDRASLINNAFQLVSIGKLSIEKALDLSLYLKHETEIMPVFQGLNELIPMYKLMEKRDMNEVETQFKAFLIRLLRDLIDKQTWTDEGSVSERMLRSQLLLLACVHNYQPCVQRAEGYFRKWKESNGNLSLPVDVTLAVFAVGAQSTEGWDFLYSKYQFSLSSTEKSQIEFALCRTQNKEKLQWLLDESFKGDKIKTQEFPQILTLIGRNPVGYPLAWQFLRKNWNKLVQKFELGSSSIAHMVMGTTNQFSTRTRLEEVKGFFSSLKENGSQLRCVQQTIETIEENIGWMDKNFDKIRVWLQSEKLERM
# DENV2 CPE rescue: protects cells from dengue virus 2 cytopathic effect; DENV2-infected cells, cytopathic effect rescue, plate reader; CPE inhibition, % at 9.99 µM; 350,000 tested, 1.7% active; AID 651640; in the data active means CPE inhibition above about 20%, passing the limit was not always enough; inconclusive means no clear call, values can overlap the other calls; tested in BHK-21 cells;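 further: 0% = median of neutral control wells and 100% = median of positive control wells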
# F508del corr: CFTR F508del correction in bronchial cells; AID 720511; 350,000 tested, 0.36% active; activity (quench increase), % at 7.58 µM; CFBE cells, YFP halide quenching; stimulated with forskolin plus potentiator P3; % fluorescence drop versus neutral controls;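 active means mean added fluorescence quench of at least 8% versus neutral control, with both replicates also reaching 8%; inconclusive means only one of the mean or replicate conditions met; inactive means mean below 8% and not both replicates reaching 8%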;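 further: cells transiently co-express mutant CFTR-F508del with the halide-sensitive YFP; corrector assay measuring rescue of mutant channel to the surface after 24 h compound exposure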
# ERp5 block: ERp5 (human) disulfide isomerase inhibition; 350,000 tested, 0.05% active; inhibition, % at 9.99 µM; ERp5 insulin aggregation, absorbance 650 nm, 90 min; Q15084;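 active means mean replicate inhibition above about 25%, with every replicate also reaching it, limit read from the data, passing the limit was not always enough; inconclusive means only one of those two criteria met; inactive means neither criterion met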
# miR-122 sensor: miR-122 inhibition in Huh7 cells | Huh7 miR-122 Renilla luciferase sensor, 48 h; neutral wells = 0, positive control = 100 | activation (reporter increase), % at 12.5 µM | 340,000 tested, 0.3% active | AID 602342;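 active means mean replicate activation score at least 90 and every replicate individually at or above 90; inconclusive means only one of the two criteria met; inactive means neither criterion met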;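 further: higher luciferase means less miR-122 activity so hits act as miR-122 inhibitors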
# SIRT5 block: sirtuin-5 (human) deacylase inhibition | Q9NXA8 | Purified SirT5, succinyl-peptide AMC, trypsin-coupled fluorescence | inhibition, % at 15 µM | 330,000 tested, 1.1% active; in the data active means inhibition above about 15%; inconclusive means no clear call, values can overlap the other calls
# CASP6 VEID inh: caspase-6 (human) enzyme inhibition; P55212; 350,000 tested, 0.53% active; inhibition, % at 12.5 µM; purified caspase-6, Z-VEID-R110 cleavage fluorescence;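 active means mean inhibition across replicates at least about 35%, with every replicate also reaching that limit, limit read from the data; inconclusive means only one of the two criteria met; inactive means neither criterion met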;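 further: 0% = median of neutral control wells and 100% = no fluorescence left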
# Numbers without * were called inactive; ? = inconclusive; . = no result given; [ ] = another dose, or the depositor's remark.
SMILES,ERAP1 HTS inh,DENV2 CPE rescue,F508del corr,ERp5 block,miR-122 sensor,SIRT5 block,CASP6 VEID inh
Cc1ccc(S(=O)(=O)N(C)C[C@H]2Oc3c(NC(=O)C4CCOCC4)cccc3C(=O)N([C@@H](C)CO)C[C@@H]2C)cc1,-2.1,-5.8,-2.1,15.9,-6.4[16.7 µM],-1.8,-0.5
CC(c1ccccn1)N(C)C(=O)c1ccc2nc(Cc3cccc(Cl)c3)oc2c1 (configuration not stated),-1.6,2.6,1.0,-4.7,5.9,0.5,-1.6
O=C(N[C@H]1C[C@@H]2O[C@H](CO)CC[C@@H]2O[C@@H]1CCc1ccc(-c2ccccc2)cc1)c1cnccn1,2.0,?,-3.0,0.0,.,0.6,-4.6
CCOc1ccc(N(Cc2ccc(OC)c(OC)c2)C(=O)c2ccco2)cc1,0.8,6.0,0.9,-7.9,.,0.1,-0.8
COc1cc(/C=C/C2=NNC(=O)CC2)cc(OC)c1OC,1.0,6.6,1.1,1.9,-6.9,3.2,3.2
COc1cccc(S(=O)(=O)N(C)C[C@H]2Oc3ncc(C#CCN(C)C)cc3C(=O)N([C@H](C)CO)C[C@H]2C)c1,0.1,5.5,-3.4,-2.8,-1.9[16.7 µM],2.9,-13.2
COc1ccc(-c2[nH]ncc2CN2CCN(C(=O)c3cccs3)CC2)c(F)c1,-1.1,15.5,0.1,-1.7,-8.1,1.5,1.0
Cc1ccccc1C(=O)NCCCNC(=O)c1cnccn1,1.4,0.7,-2.1,5.3,1.7,0.0,-3.1
Cn1nnnc1SCc1cccc2ccccc12,-2.9,-3.3,0.4,3.0,.,0.8,-3.4
COCCNC(=O)C[C@@H]1C=C[C@H](NC(=O)NC2CCCC2)[C@H](CO)O1,0.2,0.5,1.2,8.0,.,2.2,2.9
COc1cccc(S(=O)(=O)N2CC[C@@H]3[C@@H](CO)Nc4ccc(C#Cc5cccnc5)cc4[C@@H]32)c1,-3.6,11.5,6.6,-5.0,.,2.4,-0.3
O=C(NCc1ccccc1CN1CCCC1)c1cccc(N2CCCC2=O)c1,-1.1,1.9,-1.3,-1.3,.,-2.2,-7.9
CO[C@H]1CN(C)C(=O)c2cc(NC(C)=O)ccc2OC[C@H](C)N(C(=O)Cc2ccccn2)C[C@H]1C,1.6,16.6,3.0,-7.4,.,0.6,-5.3
CCC(=O)Nc1ccc2c(c1)OC[C@@H](C)N(C(=O)c1ccccc1F)C[C@H](C)[C@H](OC)CN(C)C2=O,0.6,-11.2,.,3.6,0.6[16.7 µM],1.5,1.5
CN(C)c1ccc2c(c1)[C@@H]1C[C@@H](CC(=O)N3CCc4ccccc4C3)O[C@@H](CO)[C@@H]1O2,2.1,8.9,-1.3,1.6,0.6[16.7 µM],2.4,8.2
O=C(N/N=C/c1ccc([N+](=O)[O-])o1)c1ccc2c(c1)OCO2,-0.9,-6.2,2.0,0.2,.,-1.1,0.1
Cc1ccc(SCc2c(C(=O)N/N=C/c3ccncc3)nnn2-c2nonc2N)cc1,-5.4,11.1,0.0,6.4,4.2,-1.2,0.5
Cc1noc(C)c1NC(=O)Nc1ccc2c(c1)C(=O)N([C@H](C)CO)C[C@H](C)[C@@H](CN(C)C(=O)NC1CCCCC1)OCCCC[C@@H](C)O2,-1.5,-3.6,-3.1,-1.0,2.8[16.7 µM],-0.5,-2.3
O=C(CSc1nnc(NC(=O)c2ccc(F)cc2)s1)NC1CC1,0.3,-6.2,3.1,-2.1,-1.9,-1.6,-1.1
Cc1noc(C)c1NC(=O)N[C@H]1CC[C@@H](CC(=O)Nc2ccc(-c3ccccc3)cc2)O[C@H]1CO,4.2,-5.2,-2.4,4.6,2.3[16.7 µM],1.5,-9.8

# Given with values ahead of the structure: entries from further up.
ERAP1 HTS inh,DENV2 CPE rescue,F508del corr,ERp5 block,miR-122 sensor,SIRT5 block,CASP6 VEID inh,Structure
0.1,5.5,-3.4,-2.8,-1.9[16.7 µM],2.9,-13.2,COc1cccc(S(=O)(=O)N(C)C[C@H]2Oc3ncc(C#CCN(C)C)cc3C(=O)N([C@H](C)CO)C[C@H]2C)c1
-1.1,15.5,0.1,-1.7,-8.1,1.5,1.0,COc1ccc(-c2[nH]ncc2CN2CCN(C(=O)c3cccs3)CC2)c(F)c1

# Next part
SMILES,ERAP1 HTS inh,DENV2 CPE rescue,F508del corr,ERp5 block,miR-122 sensor,SIRT5 block,CASP6 VEID inh
O=C(O)CC(NC(=O)Cc1ccc(Cl)cc1)c1ccco1 (configuration not stated),11.1,-1.6,.,-51.8,.,-1.5,-2.9
O=S(=O)(NCCn1ccc2ccccc21)c1ccccc1,-1.1,-19.0,1.2,-4.2,.,-5.4,-0.6
COc1ccccc1N1CCN(CC(=O)N2CCCC2)CC1,1.7,7.7,1.0,-1.6,.,.,-4.4
CN1c2ccc(C3=CCCCC3)cc2[C@@H]2[C@@H](CCN2C(=O)C2CCCCC2)[C@@H]1CO,.,10.1,-2.4,0.3,.,17.8*,.
COc1cc2ccccc2cc1C(=O)NC1CCC(C)CC1 (configuration not stated),1.3,2.8,-2.9,5.2,.,-1.2,2.1
CC(C)OC(=O)N(C)C[C@H]1OCc2ccccc2-c2c(n(C)c3ccccc23)C(=O)N([C@H](C)CO)C[C@@H]1C,0.6,14.9,0.8,-1.1,.,-2.7,2.0
Cc1cc2cc(CNC(=O)Nc3ccccc3)ccc2[nH]1,3.0,-3.8,-1.8,-3.7,0.9,-1.6,6.4
C[C@@H](NC(=O)C[C@H]1C[C@@H]2c3cc(NC(=O)c4cccnc4)ccc3O[C@@H]2[C@@H](CO)O1)c1ccccc1,-0.6,2.7,2.3,-0.1,-2.1[16.7 µM],-1.7,-1.6
CCOC(=O)C1(C(=O)OCC)C(C(=O)c2ccccc2)C1c1ccccc1 (configuration not stated),-1.4,8.1,0.1,3.6,.,-1.3,0.6
O=C(NC1CCCCC1)N[C@H]1CC[C@@H](CC(=O)N2CCOCC2)O[C@@H]1CO,1.2,.,0.4,0.7,.,2.3,-0.3
C[C@H](NC(=O)C[C@@H]1C[C@@H]2c3cc(NS(=O)(=O)c4ccc(F)cc4)ccc3O[C@@H]2[C@H](CO)O1)c1ccccc1,3.0,3.2,-3.0,-2.3,1.8[16.7 µM],0.7,3.2
CCC(=O)Nc1ccc2c(c1)OC[C@H](C)N(CCC(F)(F)F)C[C@@H](C)[C@H](OC)CN(C)C2=O,-0.1,24.1*,.,3.5,0.9[16.7 µM],5.4,-1.2
C[C@H](CO)N1C[C@H](C)[C@H](CN(C)C(=O)c2ccncc2)Oc2cc(-c3cccc(C#N)c3)ccc2S1(=O)=O,-0.1,1.2,1.1,2.7,-5.7[16.7 µM],4.0,-0.5
COc1ccc2c3c([nH]c2c1)[C@H](CO)N(C(=O)CN(C)C)CC31CCN(Cc2cncnc2)CC1,0.3,5.6,-1.2,10.9,.,-4.0,.
O=C(NCC1(c2ccccc2)CCCC1)c1ccco1,1.3,-4.1,0.1,1.1,.,-2.9,2.4
Cc1ccc(NS(=O)(=O)c2ccc(C(=O)N3CCCC(C(F)(F)F)C3)cc2)cc1 (configuration not stated),1.7,2.9,-2.0,-2.8,11.0,-6.9,2.9
Cc1ccc(C)c(S(=O)(=O)N2CCCCC2CCNC(=O)C(=O)NC2CCCC2)c1 (configuration not stated),-0.7,17.8,3.1,-4.2,-2.6,1.8,-0.3
Cc1ccc2[nH]cc(/C=C/c3cc[n+](C)cc3)c2c1,11.5,7.2,-0.2,-0.2,.,5.8,-23.3
COc1ccc(C2NC(=O)NC3=C2C(=O)CCC3)cc1 (configuration not stated),-2.1,11.2,1.8,7.8,-0.8,-5.3,1.1
Cc1ccc(-c2noc(CCC(=O)NCc3ccccc3CN3CCOCC3)n2)cc1,-1.6,-7.4,-1.9,-6.1,0.4,-2.7,0.7
COc1ccc(-c2nn(-c3ccccc3)cc2/C=C(\C#N)S(=O)(=O)c2ccccc2)cc1OC,-2.6,-0.1,.,-4.0,.,-2.4,0.2
COCCOC(=O)N1C(=O)[C@@]2(c3cc(C#CCCO)ccc31)[C@H](C(N)=O)[C@H]1C(=O)O[C@H](c3ccccc3)[C@H](c3ccccc3)N1[C@@H]2c1ccc(OCCO)cc1,3.2,1.1,-0.4,-2.3,.,-1.1,-0.6
Cn1c(=O)c2cc(NC(=S)NC3CC3)ccc2n1C/C=C/c1ccccc1,-0.7,-2.7,1.1,3.1,-1.9,.,13.4
C[C@H]1CN([C@@H](C)CO)C(=O)c2cc(NS(=O)(=O)c3ccccc3)ccc2O[C@@H]1CN(C)CC1CCCCC1,1.2,6.2,0.4,-4.3,4.4[16.7 µM],.,-3.3
CN(N)C(=S)Nc1ccc(F)cc1,10.7,-3.6,1.7,-2.0,-5.2,-4.8,-1.1
O=S(=O)(CCN1CCN(c2ccccc2O)CC1)c1cc(Cl)ccc1Cl,0.7,10.5,1.8,-0.9,-10.1,2.1,-4.7
COc1ccc(CC(N)c2csc(NC(=O)Nc3ccccc3C(C)(C)C)n2)cc1 (configuration not stated),3.2,13.1,-3.3,0.7,-2.6,.,0.6
Cc1ccc(CNC(=O)c2ccc(N3CCC4(CC3)CC(c3ccccc3)=NO4)c(N)c2)cc1,-1.2,-4.1,0.8,1.4,.,-3.2,3.1
Cc1cc(C)nc(SCC(=O)Nc2ccc(S(=O)(=O)NC(C)(C)C)cc2)n1,0.3,-1.0,1.5,0.8,1.8,-1.2,1.9
COc1ccc2[nH]c3c(c2c1)CCN1C(=O)C(CC(=O)NC(C)(C)C)C[C@H](C(=O)N2CCOCC2)[C@@]31CCC1CCCC1 (some centres not stated),.,7.0,3.3,-2.7,.,-2.3,1.0

# Compound profiles, as listed above. Order of values: ERAP1 HTS inh	DENV2 CPE rescue	F508del corr	ERp5 block	miR-122 sensor	SIRT5 block	CASP6 VEID inh
# C[C@H]1CN([C@@H](C)CO)C(=O)c2cc(NS(=O)(=O)c3ccccc3)ccc2O[C@@H]1CN(C)CC1CCCCC1 as listed: 1.2	6.2	0.4	-4.3	4.4[16.7 µM]	.	-3.3
# Cc1ccc(CNC(=O)c2ccc(N3CCC4(CC3)CC(c3ccccc3)=NO4)c(N)c2)cc1 as listed: -1.2	-4.1	0.8	1.4	.	-3.2	3.1
# COc1ccc(-c2nn(-c3ccccc3)cc2/C=C(\C#N)S(=O)(=O)c2ccccc2)cc1OC as listed: -2.6	-0.1	.	-4.0	.	-2.4	0.2
# COCCOC(=O)N1C(=O)[C@@]2(c3cc(C#CCCO)ccc31)[C@H](C(N)=O)[C@H]1C(=O)O[C@H](c3ccccc3)[C@H](c3ccccc3)N1[C@@H]2c1ccc(OCCO)cc1 as listed: 3.2	1.1	-0.4	-2.3	.	-1.1	-0.6
